Source: PubChem
TLR9-MyD88 inh – blocks human TLR9 binding to MyD88; Q9NR96+Q99836; CHO BLA complementation TLR9-MyD88, CCF4 FRET ratio; inhibition, % at 4.98 µM; 0.21% of 340,000 active; AID 504734;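 active means inhibition above the mean over all tested compounds plus 3 SD, cut at about 21% in these data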;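 further: 0% = DMSO only wells and 100% = clavulanate BLA inhibitor control wells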
N-glyco inh – blocks N-linked glycosylation in D54 reporter cells; D54 ERlucT glycosylation luciferase reporter, 24 h; percent of 100 nM tunicamycin response; reporter increase, % at 12.5 µM; 0.23% of 360,000 active;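 active means mean luciferase reporter signal, scaled so untreated is 0 and the glycosylation-blocking control 100, at or above a set limit in every replicate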;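 further: luciferase carries N-glycosylation sites so blocking glycosylation raises the light; 0% = median of neutral control wells and 100% = median of 100 nM tunicamycin wells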
m5-HT2A agonist – agonists of mouse serotonin 5-HT2A receptor (HTR2A); CHO-K1 mHTR2A beta-arrestin complementation, luminescence; percent of 30 µM serotonin response; P35363; activation, % at 7.6 µM; AID 624169; 0.66% of 360,000 active;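 active means activation above a run cutoff, the mean activation of all tested compounds plus 3 SD, cut at about 14% in these data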;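 further: 0% = plate median of compound wells and 100% = 30 µM serotonin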
SRC2 inh – human SRC2 (NCOA2) inhibition; 0.17% of 370,000 active; HEK293 GAL4-SRC2 luciferase reporter, luminescence; inhibition, % at 9 µM; Q15596; AID 651957;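 active means inhibition above the mean inhibition of all tested compounds plus 3 SD, set per campaign, cut at about 52% in these data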;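 further: 0% = DMSO treated cells and 100% = cells given Gossypol at 36 µM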
ABCB6 inh MLPCN – inhibitors of human ABC transporter ABCB6; Q9NP58; K562-ABCB6 porphyrin accumulation, flow cytometry, 1 h; stronger effect = lower value; fluorescence ratio to DMSO, % at 10 µM; 0.19% of 360,000 active;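 active means fluorescence ratio to DMSO below 75%, the collection mean minus 3 SD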;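 further: signal is porphyrin accumulated inside mitochondria; 100% equals median channel fluorescence of DMSO control wells; lower ratio means ABCB6 inhibition with less porphyrin fluorescence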
Target sequence (Q9NP58 whole entry, looked up): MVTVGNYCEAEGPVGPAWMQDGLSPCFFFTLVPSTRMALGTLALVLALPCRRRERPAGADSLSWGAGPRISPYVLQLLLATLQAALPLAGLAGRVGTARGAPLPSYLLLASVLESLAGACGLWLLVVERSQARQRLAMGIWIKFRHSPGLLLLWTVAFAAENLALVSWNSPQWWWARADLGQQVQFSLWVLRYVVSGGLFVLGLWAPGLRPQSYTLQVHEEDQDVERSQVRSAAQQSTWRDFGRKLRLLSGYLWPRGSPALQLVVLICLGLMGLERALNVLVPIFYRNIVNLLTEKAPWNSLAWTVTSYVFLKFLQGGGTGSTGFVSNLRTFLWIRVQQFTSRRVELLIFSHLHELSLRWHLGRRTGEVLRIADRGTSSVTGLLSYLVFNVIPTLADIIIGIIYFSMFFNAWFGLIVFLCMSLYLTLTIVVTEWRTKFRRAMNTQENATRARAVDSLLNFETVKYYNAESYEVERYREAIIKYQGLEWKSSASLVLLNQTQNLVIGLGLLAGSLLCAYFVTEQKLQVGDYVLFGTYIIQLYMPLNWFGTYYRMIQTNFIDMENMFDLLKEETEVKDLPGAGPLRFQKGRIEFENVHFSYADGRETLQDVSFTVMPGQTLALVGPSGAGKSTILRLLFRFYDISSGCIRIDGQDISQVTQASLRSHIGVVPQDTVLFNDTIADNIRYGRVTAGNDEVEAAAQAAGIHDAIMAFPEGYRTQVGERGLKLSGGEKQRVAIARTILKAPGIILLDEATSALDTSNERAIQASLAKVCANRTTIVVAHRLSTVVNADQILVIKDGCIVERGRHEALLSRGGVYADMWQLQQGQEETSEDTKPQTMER
MC4R antagonist – human MC4R antagonism in cAMP assay. 0.48% of 360,000 active. MC4R-expressing cells, MTII-stimulated cAMP, LANCE TR-FRET. P32245. inhibition, % at 6.5 µM;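 active means inhibition above its plate's cutoff, the mean of tested wells on that plate plus 3 SD, cut at about 29% in these data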;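 further: 0% = Melanotan II alone and 100% = Melanotan II plus saturating MCL0020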
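Assay system: U2OS-MC4R stable cell line; Also added: Melanotan II; Technique: Eu-cAMP/anti-cAMP TR-FRET, emission 671 nm; Times: 30-min compound, 1-h challenge, 1-h detection, room temperature.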
MC4R barr agon – human MC4R agonism via beta-arrestin; U2OS MC4R beta-arrestin complementation, luminescence; percent of melanotan II response, DMSO zero; activation, % at 8.9 µM; 0.98% of 360,000 active;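 active means activation above a per-plate cutoff, the mean activation of sample wells on that plate plus 3 SD, cut at about 8% in these data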
Cardio protect – myocardial damage modulation in H9c2 cells. H9c2 cardiomyocytes, H2O2 injury protection, ATPLite, 2 h. protection from H2O2 cell death, % at 20 µM. 0.63% of 360,000 active;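 active means compounds giving at least 50% protection of heart cells from peroxide-induced death in the single-dose screen, raw or plate-pattern-corrected value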;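 further: 0% = DMSO wells with peroxide and 100% = DMSO wells without peroxide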
ABHD5 PLIN5 PPI – ABHD5-PLIN5 protein interaction inhibition. inhibition, % at 4 µM. Split G. princeps luciferase complementation, luminescence, 4 h. 0.78% of 360,000 active. Q00G26+Q8WTS1. AID 602281;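 active means inhibition above the mean inhibition across every tested compound plus 3 SD, cut at about 22% in these data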;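 further: 0% = DMSO only wells and the 100% control is not disclosed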
NOD2 RIPK2 PPI – blocks binding of human NOD2 to RIPK2; inhibition, % at 4.98 µM; 0.38% of 360,000 active; CHO BLA complementation NOD2-RIPK2, CCF4 ratio; O43353; in the data active means inhibition above about 21%;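 further: 0% = vehicle only and 100% = reference blocker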
* hit, by the source's call; · = not tested or not shown; & = joins results of further samples. The list is partial; the hit share may differ from the screen's.

SMILES,TLR9-MyD88 inh,N-glyco inh,m5-HT2A agonist,SRC2 inh,ABCB6 inh MLPCN,MC4R antagonist,MC4R barr agon,Cardio protect,ABHD5 PLIN5 PPI,NOD2 RIPK2 PPI
CSc1nc2ccc(C)cc2c(=O)n1-c1cccnc1,-1,1,-8,10,99,14,-3.0,0,3,1
COc1cccc(C(c2nnnn2-c2ccc3c(c2)OCCO3)N2CCC3(CC2)C(=O)NCN3c2ccccc2)c1OC (stereo unspecified),·,0,-2,3,92,·,·,22,4,-3
O=c1c2ccccc2nc(CNc2ccccc2)n1-c1ccccc1,-1,0,-2,-25,95,5,-0.7,2,0,-21
Clc1cccc(N2CCNCC2)c1Cl,1,-2,0,-2,98,7,-1.5,5,5,-6
Cc1ccc(/C=C2/C(=O)NC(=O)N(C)C2=O)cc1,-1,2,1,17,97,5,-0.6,-2,2,-2
O=C(O)COc1cc(Cl)c(Cl)cc1Cl,·,3,3,-7,92,14,-0.5,-2,-4,0
Oc1cc(Cl)c(Cl)c(Cl)c1Cl,1,2,5,26,96,8,1.7,-19,7,-3
C=Cn1ccnc1P(=S)(c1ccccc1)c1nccn1C=C,-3,0,4,14,103,23,1.7,3,1,-2
COc1cc(OC)c(OC)cc1/C=C1\C(=O)NC(=O)N(Cc2ccccc2)C1=O,-3,0,-2,21,98,10,-1.2,7,13,-2
O=C1N(CN2CCOCC2)c2ccccc2C1(O)c1c[nH]c2ccccc12 (stereo unspecified),-2,1,-3,-17,99,0,-0.7,1,4,0
COc1cc2c(c(OC)c1O)-c1ccc(OC)c(=O)cc1C(NC(=O)C(F)(F)F)CC2 (stereo unspecified),4,1,1,33,102,-23,-0.9,1,11,8
Cn1c(O)c(Cc2cccc(Cl)c2Cl)c(=O)n(C)c1=O,11,1,0,-12,98,10,-0.6,7,5,-10
CCCc1nc2ccccc2c(=O)n1-c1ccccc1OC,1,-3,-3,3,82,-3,-2.1,-15,-1,-9
COc1ccc(-c2nn(CCC#N)cc2C(=O)Nc2ccccc2Br)cc1,0,-3,0,-5,95,4,-0.7,1,7,1
CC(C)(C)P(=O)(NCc1ccccc1)c1ccccc1 (stereo unspecified),5,0,6,11,97,-7,1.9,4,9,-14
N#CCCn1cc(C(=O)Nc2ccccc2Cl)c(-c2ccc([N+](=O)[O-])cc2)n1,-8,1,2,11,100,11,-2.1,1,4,0
CC(C)Cn1cc(C(=O)N2CCC3(CC2)OCCO3)c2c3ccccc3n(C)c2c1=O,2,1,13,3,102,9,0.2,5,-1,-1
CN1CCCC(C(=O)c2ccccc2)C1 (stereo unspecified),0,0,1,-13,102,2,-1.8,19,4,1
O=C(c1ccccc1F)c1cn(CC(=O)N2CCOCC2)c2ccccc12,-2,0,-2,12,97,3,-1.9,1,-7,14
CC(=O)c1cn(Cc2ccc(F)cc2)c2ccccc12,3,0,-4,20,97,0,-1.8,-12,0,2
Cc1ccc(N2Cc3ccccc3C2=N)cc1[N+](=O)[O-],-7,1,0,7,93,21,-3.9,1,2,0
O=C(c1ccco1)c1cn(Cc2ccccc2Cl)c2ccccc12,-3,-4,-8,-18,130,12,-2.2,-18,-1,-6
CCCN1CCc2cccc3c2[C@H]1Cc1ccc(O)c(O)c1-3,0,-2,62*,·,102,-9,0.1,51*,2,14
CCOC(=O)[C@]12Cc3cc(OC)ccc3[C@H]1N(C1CCCCC1)C(=O)c1ccccc12,·,·,1,9,98,·,·,·,40*,50*
CCN1C[C@]2(COC)CC[C@H](O)[C@]34C1[C@](O)([C@@H](OC)[C@H]23)[C@@]1(O)C[C@H](OC)[C@H]2C[C@@H]4[C@@H]1[C@H]2OC,3,0,6,-1,92,14,-1.1,0,-1,-3
COC(=O)C1=C(c2ccccc2OCc2ccccc2)C[C@@H]2CC[C@H]1N2C(=O)NCc1ccc(OC)cc1,-5,-5,-6,-17,94,11,-0.2,6,7,-8
Cc1cc(C)cc(N2C(=O)/C(=C\c3ccc(N4CCN(C)CC4)o3)C(=O)NC2=S)c1,·,2,-4,-2,128,-1,-2.1,6,7,3
c1ccc2c(c1)CC1CNCc3cccc(c31)S2 (stereo unspecified),-5,0,2,-19,102,-1,4.6,7,0,-4
CCOP(=S)(OCC)SCC(=O)NC(C(=O)O)C(C)C (stereo unspecified),-1,·,-2,-8,100,7,-0.4,8,3,-3
O=C(C[N+]12CCC(CC1)C(O)C2)c1ccc(Br)cc1 (stereo unspecified),2,1,5,21,97,-4,-0.1,11,-5,-6
CN1CCc2c(C#N)c(Cl)nc(Cl)c2C1,-4,2,9,7,107,6,0.4,14,12,-3
CCC(=NCC1CCCO1)c1c(O)[nH]c(=O)[nH]c1=O (stereo unspecified),6,2,0,-7,95,0,-0.3,7,-6,0
O=C(c1ccc(Cl)cc1)C1CCCN(Cc2ccc3nonc3c2)C1 (stereo unspecified),-4,-4,0,18,100,2,-2.2,-8,2,1
O=C1c2ccccc2-c2cc3ccccc3cc21,-7,0,-1,-28,97,5,2.5,-10,1,-11
OC(CC#CCN1CCCCCC1)(c1ccccc1)C1CCCC1 (stereo unspecified),2,-4,-2,-13,90,6,0.3,-9,0,-13
CC(=O)n1cc(C=C2C(=O)NC(=O)NC2=O)c2ccccc21,8,3,5,1,95,-14,-2.1,-4,15,-1
C=CCn1c(O)c(C(C)=NC2CCN(Cc3ccccc3)CC2)c(=O)[nH]c1=O,·,4,8,7,97,15,0.6,4,-4,-1
CC(C)(C)c1ccc(C(=O)C2CCCN(Cc3ccon3)C2)cc1 (stereo unspecified),-4,1,0,-28,98,-4,-2.3,2,-1,-5
O=C(NC(Oc1ccccc1)C(Cl)(Cl)Cl)c1ccccc1 (stereo unspecified),2,0,-2,-8,93,11,2.9,-2,-1,2
CN1C(=O)N(C)C(=O)C2(Sc3ccccc3C2=O)C1=O,-6,3,-1,7,102,20,3.0,-1,-4,-13
O=C1C(=Cc2ccccc2)N2CCC1CC2,-3,3,6,-7,104,-1,-1.2,4,17,-7
CCCCC(=O)N/N=C/c1c(O)n(Cc2ccc(F)cc2)c(=O)[nH]c1=O,9,-1,-5,-13,95,0,-1.4,8,1,-4
COc1ccc(C(O)(c2ccccc2)c2ccncc2)cc1 (stereo unspecified),-4,-1,9,6,106,1,-2.0,3,-8,-3
CCCc1nc2ccccc2c(=O)n1-c1cccc(OC)c1,-5,0,0,-1,87,0,-0.7,-4,-1,-5
N#Cc1ccccc1Cn1cc(C(=O)c2cccs2)c2ccccc21,0,-3,5,-17,99,13,6.8,8,-4,-1
CC(C)N(CCC(C(N)=O)(c1ccccc1)c1ccccn1)C(C)C (stereo unspecified),-1&-14,2&2,2&2,0&-25,96&105,4&2,0.2&0.0,-5&2,7&-7,-7&-7
CCCCN1C(=O)/C(=C/C=C/c2ccco2)C(=O)NC1=S,2,3,3,-29,106,-1,0.6,2,-5,8
O=C1NS(=O)c2cc([N+](=O)[O-])cc([N+](=O)[O-])c21 (stereo unspecified),11,0,-3,25,79,-1,-1.3,3,-16,-11
COC(=O)C1=C(c2cccc(OC)c2OC)C[C@@H]2CC[C@H]1N2C(=O)N1CCC(O)CC1,6,0,-8,20,95,11,-1.6,1,-3,3
Cc1c(/C=N/O)c2ccccc2n1C,-2,1,-1,6,100,7,-2.1,0,5,-6
NC(=O)OCCSc1nnc(-c2cccc(C(N)=S)c2)o1,-1,-1,3,-30,99,3,1.2,2,0,-2
CCCCOC(=O)C1=C(N)OC2=C(C(=O)CCC2)[C@]12C(=O)Nc1ccccc12,6,0,4,-4,96,1,-1.2,-2,5,5
Nc1ccccc1C(=O)OCC(=O)N1CCc2ccccc21,-1,-1,0,-38,77,-1,-2.2,-2,-7,-4
Cc1ccc(NP(=O)(Oc2ccccc2F)Oc2ccccc2F)cc1C,0,-2,1,16,100,11,2.5,-28,1,-8
CN1CCN(c2nc3ccccc3c(=O)n2-c2ccccc2)CC1,4,-4,-1,2,98,3,0.3,6,-3,-8
CN(C)C(=O)Oc1ccc(NC(=O)N2CCOCC2)cc1,4,-1,5,-8,97,-7,0.1,6,4,-8
Oc1ccccc1/C=N/NP(=S)(c1ccccc1)c1ccccc1,5,-1,0,-1,95,-5,4.1,-12,-5,-1
O=C1NC(=O)C(CCc2ccncc2)(CCc2ccncc2)C(=O)N1CCc1ccc(F)cc1,5,1,-5,11,100,8,-2.3,-3,-4,-7
N[C@@H](Cc1c[nH]c2ccccc12)c1nnc(SCc2ccc(Cl)cc2)o1,6,1,8,-27,71*,-3,10*,-2,14,6
CCOC(=O)C1SC2(C(F)(F)C(F)F)CC1(O)c1c(c(OC)c3occc3c1OC)O2 (stereo unspecified),-10,2,-1,6,92,2,1.1,26,10,3

New compounds follow
SMILES,TLR9-MyD88 inh,N-glyco inh,m5-HT2A agonist,SRC2 inh,ABCB6 inh MLPCN,MC4R antagonist,MC4R barr agon,Cardio protect,ABHD5 PLIN5 PPI,NOD2 RIPK2 PPI
CCCNC(=O)N1[C@H]2CC[C@@H]1C(C(=O)OC)=C(c1cccc(C#N)c1)C2,0,0,-1,-11,97,6,-0.8,1,-5,-21
Cc1cccnc1-n1c(-c2ccccc2)nc2ccccc2c1=O,-1,3,-2,12,98,6,-2.4,3,6,1
COc1cc2c3c(c1OC)-c1cc(O)ccc1CC3NCC2 (stereo unspecified),-11,2,8,-20,102,1,2.3,17,7,-1
CN(Cc1ccccc1)C(=O)CN1CCCC1=O,-3,-2,-3,7,98,2,0.8,-4,2,2
CN1C(=O)/C(=C/C=C/c2ccco2)C(=O)NC1=S,1,0,8,-1,92,-1,2.8,8,26*,-2
Cc1ccc(-c2nc3ccccc3c(=O)n2-c2ccc(O)cc2)cc1,-16,2,-1,-4,96,22,-0.1,1,-3,0
C=CCN1C(=O)NC(=O)/C(=C/c2ccc(OC)c(CSc3ccccn3)c2)C1=O,10,1,1,-3,96,1,-2.5,-3,-4,5
Fc1ccc2c(c1)nnn2C1CCN(Cc2c(Cl)cccc2Cl)CC1,-4,-1,-3,-6,97,-2,-0.4,-15,-5,3
COc1ccccc1CN1CCN(C(=O)COc2ccc3ccccc3c2)CC1,0,0,-2,-3,101,4,-0.5,-1,-7,12
CCN1C(=O)c2ccccc2Sc2ccc(C(=O)N3CCC4(CC3)OCCO4)cc21,7,0,-3,·,99,8,2.0,-3,2,-3
CCOCC1(CCc2ccccc2)C(=O)NC(=S)NC1=O,4,1,1,9,101,5,-0.2,-3,16,-9
CC12CCC3c4ccc(OP(=O)(N5CC5)N5CC5)cc4CCC3C1CCC2=O (stereo unspecified),-4,-1,13,-78,93,8,-2.0,1,6,-4
